UHRF1 MBD2 ctr = human UHRF1 methylated DNA binding inhibitors; Q96T88; UHRF1 binding to methylated oligo, TR-FRET; inhibition, % at 4.4 µM; 0.75% of 370,000 active; AID 687016; in the data active means inhibition above about 21%;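 further: UHRF1 SRA domain binding a hemimethylated CpG hairpin DNA probe; 0% = median of test compound wells and 100% = reference inhibitor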
MBD2 inh = inhibitors of human MBD2 binding to methylated oligonucleotide; inhibition, % at 4.4 µM; AID 686964; 0.31% of 370,000 active; TR-FRET; in the data active means inhibition above about 13%
ADAM17 inh = inhibitors of human ADAM17. P78536. recombinant ADAM17, EDANS/DABCYL FRET peptide cleavage. inhibition, % at 6.95 µM. 0.83% of 370,000 active. AID 720648;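 active means inhibition above the mean of compounds lying between control limits plus 3 SD, set per campaign, cut at about 8.5% in these data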;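 further: 0% = DMSO-only wells as the low control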
Target sequence (P78536 215-824 limits assumed): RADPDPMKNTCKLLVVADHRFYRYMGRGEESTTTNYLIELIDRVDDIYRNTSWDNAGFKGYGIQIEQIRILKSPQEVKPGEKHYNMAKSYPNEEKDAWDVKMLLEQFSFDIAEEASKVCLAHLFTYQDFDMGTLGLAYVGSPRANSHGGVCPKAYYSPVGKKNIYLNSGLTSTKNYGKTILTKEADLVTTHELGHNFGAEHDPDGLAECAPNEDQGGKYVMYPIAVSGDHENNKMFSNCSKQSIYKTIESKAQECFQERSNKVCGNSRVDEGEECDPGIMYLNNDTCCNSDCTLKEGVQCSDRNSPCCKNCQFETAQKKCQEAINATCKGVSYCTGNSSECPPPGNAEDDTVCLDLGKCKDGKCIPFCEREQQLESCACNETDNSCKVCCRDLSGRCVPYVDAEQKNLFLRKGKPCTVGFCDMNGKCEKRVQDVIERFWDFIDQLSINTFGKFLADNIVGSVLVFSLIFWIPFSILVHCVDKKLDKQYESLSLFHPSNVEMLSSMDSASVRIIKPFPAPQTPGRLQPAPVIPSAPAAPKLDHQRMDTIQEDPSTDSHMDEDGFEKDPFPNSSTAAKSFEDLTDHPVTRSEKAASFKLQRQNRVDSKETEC
PLC-beta3 inh = blocks human PLC-beta3 enzyme activity; Q01970; Purified PLC-beta3, fluorogenic substrate, fluorescence; inhibition, % at 12.2 µM; 0.18% of 370,000 active; AID 720704; in the data active means inhibition above about 11%;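 further: 0% = median of compound wells on plate and 100% = full blocker control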
ARFGAP1 inh = inhibitors of rat ARFGAP1. Q62848. Arfgap1-stimulated ARF1 GTP hydrolysis, GDP FP detection. inhibition, % at 16.5 µM. 0.26% of 360,000 active;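 active means inhibition above a per-plate limit, mean inhibition of low control wells plus 3 SD, cut at about 25% in these data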;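 further: 0% = DMSO wells with enzyme and 100% = wells lacking Arfgap1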
Target sequence (Q62848 1-136 limits assumed): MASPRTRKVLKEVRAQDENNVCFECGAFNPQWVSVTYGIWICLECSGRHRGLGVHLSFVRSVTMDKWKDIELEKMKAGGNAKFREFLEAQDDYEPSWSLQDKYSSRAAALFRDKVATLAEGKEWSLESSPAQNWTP
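Assay system: Rat Arfgap1 GAP domain (His6, aa 1-136), purified enzyme | Buffer or medium: HEPES 25 mM pH 7.5, NaCl 150 mM, MgCl2, DTT | Schedule: GTP hydrolysis reaction 2 h at 25 °C | Signal: FP of antibody-bound GDP Alexa 633 tracer, ex 620/em 688 nm | Measure: Percent inhibition of Arfgap1-stimulated GTP hydrolysis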
KLK7 zymogen act = activates the human kallikrein-7 zymogen. P49862. purified proKLK7, EDANS-DABCYL substrate fluorescence; 100% is mature enzyme control, 0% vehicle. activation, % at 7 µM. 0.9% of 370,000 active. AID 652039;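 active means activation above the mean of all tested compounds plus 3 SD, computed per campaign excluding outliers beyond control limits, cut at about 13% in these data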
Target sequence (P49862 whole entry, looked up): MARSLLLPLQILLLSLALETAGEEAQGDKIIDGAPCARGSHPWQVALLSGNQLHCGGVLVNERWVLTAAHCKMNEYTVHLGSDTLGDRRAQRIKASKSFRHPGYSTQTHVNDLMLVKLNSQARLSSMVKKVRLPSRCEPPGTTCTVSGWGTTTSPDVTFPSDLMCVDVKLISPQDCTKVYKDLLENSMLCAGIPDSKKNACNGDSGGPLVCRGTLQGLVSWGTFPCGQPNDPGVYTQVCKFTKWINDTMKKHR
Tn6 DDE FP = disrupts Tn6 cyclic peptide binding to fibrin D-Dimer-E complex; P02675; inhibition, % at 8.3 µM; Fibrin DD(E) TRITC-Tn6 fluorescence polarization displacement; 0.21% of 370,000 active;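 active means inhibition above a per-campaign cutoff: mean of compounds within control limits plus 3 SD, cut at about 15% in these data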;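 further: 0% = median of all compound wells on the plate and 100% = blocking peptide control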
Tn7 DDE FP = disrupts Tn7 cyclic peptide binding to fibrin D-Dimer-E complex | 0.13% of 370,000 active | FP displacement of FITC-Tn7 peptide from fibrin DD(E); 0% = median of compound wells per plate | AID 720508 | inhibition, % at 8.3 µM | P02675;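 active means inhibition above the mean of compounds falling within the control limits plus 3 SD of them, cut at about 14% in these data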;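 further: 0% = plate median of compound wells and 100% = 10 µM Aha-Tn7 peptide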
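System: human fibrin DD(E); quantity: Fibrin-DD(E) at 2 µM final; also added: fluorescent Tn7 probe at 0.1 µM; compound dosing: single nominal test concentration of 8.3 µM per compound; schedule: 10 min preincubation, 3 h with tracer, room temperature; detection: fluorescence polarization of the labelled Tn7 tracer; repeats: one replicate per compound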
PLC-gamma1 inh = PLC-gamma1 (human) inhibition, primary screen; purified PLC-gamma1, fluorogenic substrate, fluorescence; inhibition, % at 12.2 µM; 0.84% of 370,000 active; AID 720700; in the data active means inhibition above about 9.5%
ASAP1 inh = blocks human ASAP1-stimulated Arf1 GTP hydrolysis | Q9ULH1 | 0.19% of 360,000 active | AID 624377 | GDP FP detection | inhibition, % at 16.5 µM; in the data active means inhibition above about 25%;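 further: 0% = vehicle with enzyme and substrate and 100% = no enzyme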
* = called active by the depositor; · = not tested or not shown. Outcome played no part in choosing rows; about 4.1% have a hit in one of these screens.

SMILES	UHRF1 MBD2 ctr	MBD2 inh	ADAM17 inh	PLC-beta3 inh	ARFGAP1 inh	KLK7 zymogen act	Tn6 DDE FP	Tn7 DDE FP	PLC-gamma1 inh	ASAP1 inh
CC1CCN(C(=O)CSc2nc3ccccc3c(=O)n2Cc2ccc3c(c2)OCO3)CC1	0	7	4	-1	-8	-0.4	-3	-4	6	3
Cc1cc(C)c2c(N)c(C(=O)Nc3cccc(C)c3C)sc2n1	-2	0	-33	-289	-2	2.4	-5	3	-225	2
CCN(CC)CCN1C(=O)C(=O)/C(=C(/O)c2ccc(S(=O)(=O)N3CCOCC3)cc2)C1c1ccc(C)cc1 (configuration not stated)	-1	1	-5	-8	-14	-0.2	0	8	2	-16
CC(C)NC(=S)N/N=C/c1ccccc1[N+](=O)[O-]	3	11	-1	-2	12	0.1	2	1	-3	3
CC(C)NC(=O)c1ccccc1NC(=O)C1CC(=O)N(C(C)C)C1 (configuration not stated)	1	7	-1	-10	-4	0.4	-7	-7	-1	-6
COc1ccc(CN2CC(C(=O)NCCCN3CCN(C)CC3)CC2=O)cc1 (configuration not stated)	6	18*	5	3	4	0.1	10	-3	6	8
CCOc1ccc(NC(=O)C2CCN(S(=O)(=O)c3c(C)noc3C)CC2)cc1	3	2	4	0	-12	0.3	4	5	4	-10
COc1ccc([C@H]2CC(=O)C=C(c3cccc(C(C)C)c3)C2)cc1	-1	1	4	-4	-4	-0.1	2	2	0	5
CCc1ccc(-c2cc(C)no2)cc1S(=O)(=O)Nc1cc(C)ccn1	3	2	-5	-8	0	0.4	-3	2	-1	8
O=C(NC1CCCc2ccccc21)C12CC3CC(CC(O)(C3)C1)C2 (configuration not stated)	3	5	-8	-7	-4	0.3	-2	1	0	3
COc1ccccc1N1CCN(C2CCCN(S(=O)(=O)c3cccc(Cl)c3)C2)CC1 (configuration not stated)	3	-2	3	-8	2	0.5	-4	-10	2	6
Cc1cccc(N2CCN(C(=O)c3c(-c4ccccc4)noc3C)CC2)c1C	3	2	0	-3	-1	0.2	3	5	1	-3
COc1ccccc1N(C(=O)c1ccncc1)c1nc(-c2ccc([N+](=O)[O-])cc2)cs1	-2	-6	6	-2	-8	-1.0	-5	0	4	-3
CCCN(CC1CC1)c1c2c(nc3ncnn13)CCCC2	-1	4	0	-1	·	-0.5	-1	-1	-5	·
O=C(CCNS(=O)(=O)c1ccc2c(c1)CCC(=O)N2)Nc1ccc(F)c(F)c1	0	-4	-4	-5	-18	-0.1	0	2	1	-4
COc1cccc(/C=C2\SC(=S)N(CCCC(=O)N(CCO)c3ccccc3)C2=O)c1	-1	0	3	-9	-7	0.4	-3	4	2	7
COc1ccccc1C(=O)NC1CC(C)(C)NC(C)(C)C1	-1	-1	-3	-4	7	0.1	4	3	0	15
CCOc1ccc(C2c3[nH]c4ccccc4c3CCN2C(=O)Cn2cncn2)cc1 (configuration not stated)	1	-1	1	-3	-1	1.8	7	-3	-4	9
Cc1ccc(NC(=O)CC2S/C(=N/c3nccs3)N(C)C2=O)c(C)c1 (configuration not stated)	-1	0	-4	1	7	-0.5	-7	-4	-1	3
COc1ccc(CNC(=O)CSc2nc(-c3ccccc3)cc(-c3cccs3)c2C#N)cc1	-1	1	-4	-1	3	-0.2	-2	-2	0	-10
CC(=O)c1cccc(Nc2cc(C)nc3c(C)cc(C)cc23)c1	9	7	-3	-1	-2	-0.2	-4	2	-5	16
CCN(C(=O)CSc1nc2ccc(C)cc2[nH]1)C1CCS(=O)(=O)C1 (configuration not stated)	-2	2	1	0	1	-0.2	1	3	3	-3
Cc1nc(SCC(=O)OCc2ccccc2)c2c(=O)n(C)c(=O)n(C)c2n1	0	1	-1	2	3	-0.1	2	-2	4	-9
CCCCNS(=O)(=O)c1ccc2nc(-c3cccnc3)cc(C(=O)NCC(OC)OC)c2c1	-4	-1	-6	-4	4	-0.5	0	-4	0	-11
COc1ccc(/C=C/C(=O)NC2CCCCCC2)cc1S(=O)(=O)N1CCOCC1	2	6	-1	3	4	-0.1	9	5	1	-1
O=C(NC(=S)NCCC1=CCCCC1)c1ccco1	-1	-2	3	2	0	-1.1	-7	4	-2	13
N#Cc1c(C(F)(F)F)cc(-c2ccc(F)cc2)nc1SCC(=O)O	1	-2	-10	-7	-14	0.4	4	8	-6	7
CC1=CC(C)(C)N2C(=O)C3(C(C#N)=C(N)OC4=C3C(=O)CCC4)c3c(C)c(C)cc1c32 (configuration not stated)	0	2	-5	2	9	-0.4	12	7	0	0
CC(C)Cn1c(-c2ccncc2)n[nH]c1=S	-2	-4	-1	-1	2	0.6	-2	-4	-1	1
Cc1onc(-c2c(F)cccc2Cl)c1C(=O)Nc1nnc(C(F)(F)F)s1	-1	-2	3	-11	3	0.0	-3	0	-5	11
CN(Cc1ccccc1)C(=O)CCC1CCN(S(=O)(=O)N(C)C)CC1	2	3	-2	-2	-8	0.5	6	3	0	-2
COC(=O)C1=C(C)N(Cc2ccccc2)C(=NCCN2CCOCC2)N[C@H]1CCc1ccccc1	2	5	-1	0	-7	-0.4	9	-7	-5	-2
C[C@H](CO)N1C[C@H](C)[C@@H](CN(C)S(=O)(=O)c2ccccc2)Oc2ccc(NC(=O)Cn3cnnn3)cc2C1=O	1	-1	-1	-1	3	-0.2	-2	-4	2	2
Cc1ccc(NC(=O)CNc2ccccc2CN(C)C2CCCCC2)cc1	2	2	-11	-3	1	-0.5	-5	1	-3	0
CC1CCCC(NC(=O)CSc2n[nH]c(N)n2)C1C (configuration not stated)	-2	1	-1	5	2	0.4	2	-3	3	-3
CC(=O)CC[C@H]1CC[C@]2(CCCN(C(=O)c3ccco3)C2)O1	0	4	-3	3	·	0.5	0	-1	0	·
Cc1cccc(Cn2cnc3c(nnn3Cc3ccc(F)cc3)c2=O)c1	5	0	-4	-1	14	0.3	-1	6	2	-1
CCOC(=O)c1[nH]c2ccccc2c1NC(=O)Nc1ccc(OC)cc1	-1	-1	-1	-3	11	2.6	2	-6	2	23
O=C(CSc1nnc(-c2ccncc2)n1Cc1ccco1)c1ccc(Cl)cc1	0	0	0	-2	0	-0.6	0	3	1	17
COC(=O)[C@]12C[C@H](CC(=O)N3CCN(C(=O)C4CC4)CC3)C(=O)N(CCc3ccc(OC)c(OC)c3)C1=C[C@H](COCc1ccccc1)O[C@@H]2C	0	-4	-2	0	·	-0.1	2	1	0	·
Cc1[nH]nc(NCCO)c1[N+](=O)[O-]	-4	2	-3	-3	7	0.0	-2	-3	2	10
CN(C)c1cccc(-c2ccnc(N3CCC(C(N)=O)CC3)n2)c1	-2	-4	-4	-124	·	·	9	-1	-89	·
O=C(NCC(=O)N1CCN(c2ccccc2F)CC1)c1ccc(Br)o1	-2	2	-1	-2	2	0.5	0	-4	-2	-21
CC12CCC(C(=O)Nc3ccccc3-n3cccc3)(CC1=O)C2(C)C (configuration not stated)	-4	2	-4	2	4	-0.6	-1	-7	-2	9
O=C(CCCc1nc(-c2ccc(Cl)cc2)no1)NC1CCCC1	0	1	0	-4	7	-0.3	2	-10	-2	1

The final 5 compounds of the section before open the next one:
SMILES	UHRF1 MBD2 ctr	MBD2 inh	ADAM17 inh	PLC-beta3 inh	ARFGAP1 inh	KLK7 zymogen act	Tn6 DDE FP	Tn7 DDE FP	PLC-gamma1 inh	ASAP1 inh
Cc1[nH]nc(NCCO)c1[N+](=O)[O-]	-4	2	-3	-3	7	0.0	-2	-3	2	10
CN(C)c1cccc(-c2ccnc(N3CCC(C(N)=O)CC3)n2)c1	-2	-4	-4	-124	·	·	9	-1	-89	·
O=C(NCC(=O)N1CCN(c2ccccc2F)CC1)c1ccc(Br)o1	-2	2	-1	-2	2	0.5	0	-4	-2	-21
CC12CCC(C(=O)Nc3ccccc3-n3cccc3)(CC1=O)C2(C)C (configuration not stated)	-4	2	-4	2	4	-0.6	-1	-7	-2	9
O=C(CCCc1nc(-c2ccc(Cl)cc2)no1)NC1CCCC1	0	1	0	-4	7	-0.3	2	-10	-2	1
COc1ccccc1N1CCN(Cc2nc(N)nc(Nc3ccc(C)c(Cl)c3)n2)CC1	-3	-5	5	1	16	0.1	-4	-9	1	-56
Cc1ccc(S(=O)(=O)NC(=O)C2(C)CCN2C(=O)C2CCCCC2)nc1 (configuration not stated)	-1	5	-1	3	-10	0.3	3	0	3	-5
CCOC(CNC(=O)c1cccc([N+](=O)[O-])c1)OCC	1	-4	2	-1	7	-0.1	-5	-3	3	2
COc1ccc(N=Nc2cc(C)ccc2O)cc1	1	1	-2	-8	5	-0.2	-1	0	3	1
CCCC(=O)Nc1c(-c2cccc(C)c2)c(=O)c2ccccc2n1C	-3	1	-9	-4	7	-0.1	-5	-1	-1	3
O=S(=O)(c1ccc(F)cc1)c1nc(-c2ccc(F)cc2)oc1NCCN1CCOCC1	0	-1	-4	-5	9	0.7	-9	-3	-3	6
Cc1ccc(NC(=O)c2cc3ccccc3cc2O)cc1	-2	1	-2	-443	11	-102	1	-7	-331	2
CSCCC(NC(=O)c1ccccc1Br)C(=O)NNC(=O)c1cc(C)oc1C (configuration not stated)	-2	-4	0	-6	8	-0.6	2	-3	0	-11
CCOC(=O)N(C)C[C@H]1OCc2cnnn2CCCC(=O)N([C@@H](C)CO)C[C@H]1C	0	-6	-1	0	-8	-0.4	1	-1	-1	-4
C=CCc1cccc2cc(C(=O)Nc3ccc(F)cc3)c(=O)oc12	6	7	0	0	-3	0.4	-2	-2	2	-15
CC(C)c1ccc(CN2CCC(C)(Oc3ccc(Cl)cc3)C2)cc1 (configuration not stated)	0	-3	0	8	0	-0.1	-2	-1	0	-1
Cn1c(=O)c2[nH]c(C(O)c3ccc(Cl)cc3)nc2n(C)c1=O (configuration not stated)	1	1	-3	-1	4	-0.3	2	5	2	-5
COc1ccc(C(=O)NC(=S)Nc2ccc3oc(=O)ccc3c2)cc1[N+](=O)[O-]	1	3	-2	-4	-10	0.4	-1	5	-2	-3
CCOC(=O)c1sc2nc(CSc3ccccc3)nc(N3CCCN(C)CC3)c2c1C	-1	-4	-2	-7	-11	-0.5	4	-1	-6	-3
Cc1ccc(-c2csc(C3=C(O)CN(NC(=O)c4ccco4)C3=N)n2)cc1	-2	-4	-2	-6	-1	0.9	3	-3	0	-8
CC(=O)c1ccc(C(=O)N2CCCC(C(=O)c3ccc(Cl)cc3)C2)s1 (configuration not stated)	2	4	-4	-8	4	-0.4	-4	-3	1	-3
C=C(CN(C)C)C(=O)c1ccc2c(c1)OCO2	-2	0	-3	4	-14	-0.8	1	-2	2	3
COC(=O)Nc1ccc(S(=O)(=O)N2c3ccccc3CCC2C)cc1 (configuration not stated)	1	-1	9	9	-14	0.0	-7	3	3	-4
CC(C)CC(OC(=O)c1cccs1)C(=O)NCc1ccco1 (configuration not stated)	1	0	4	-5	-3	-0.2	7	1	-6	-4

Screens as filed in PubChem.
